# High-throughput results: PubChem BioAssay, several laboratories
# NadD block = inhibitors of S. aureus NadD, primary screen, biochemical, colorimetric, uHTS | purified NadD enzyme, colorimetric absorbance read-out | inhibition, % at 20 µM | actives 0.78% (n = 360,000) | AID 602399, 2012; in the data active = inhibition above about 26%; also: some compounds past the cut are filed as inactive
# LMPTP inh = LMPTP phosphatase inhibitors, primary screen, biochemical, fluorescence intensity, uHTS. Low molecular weight phosphotyrosine protein phosphatase (Homo sapiens), P24666. recombinant LMPTP-A, OMFP fluorogenic substrate. inhibition, % at 20 µM. actives 0.22% (n = 360,000). AID 651560, 2012;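 active = compounds that cut the enzyme signal by at least half of the control window in the single-dose screen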;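 also: plate controls were DMSO wells with enzyme plus substrate for no effect and substrate without enzyme for full effect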
#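 Assay system: LMPTP-A phosphatase enzyme | Input: 0.625 nM enzyme | Also added: Fluorogenic phosphatase substrate OMFP at 400 µM final | Compound dosing: One test concentration per compound, 20 µM, with 3% DMSO overall | Schedule: 50 min enzyme reaction at room temperature, protected from light | Signal: Fluorescence intensity | Benchmarks: no-enzyme and uninhibited controls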
# SUMO1-SIM PPI = modulators of SUMO1 protein-protein interactions, primary screen, biochemical, uHTS | Small ubiquitin-related modifier 1 (Homo sapiens), P63165 | SUMO1 binding to a labelled peptide, TR-FRET, 1 h | inhibition, % at 20 µM | actives 0.33% (n = 360,000); in the data active = inhibition above about 37%
# DNMT1 inh = human DNMT1 methyltransferase inhibitors, primary screen, biochemical, molecular beacon, fluorescence, HinP1I cleavage, uHTS; DNA (cytosine-5)-methyltransferase 1 (Homo sapiens), P26358; inhibition (reported as % activation of signal), % at 10 µM; actives 0.83% (n = 360,000); AID 588458, 2011; in the data active = inhibition above about 50%
# Scp1 inh = Scp-1 phosphatase inhibitors, primary screen, biochemical, colorimetric, uHTS | actives 0.88% (n = 340,000) | Carboxy-terminal domain RNA polymerase II polypeptide A small phosphatase 1 (Homo … | inhibition, % at 20 µM | Recombinant Scp1, phosphopeptide, malachite green phosphate absorbance;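 active = inhibition above about 50% at 20 µM, limit read from the data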;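 also: plate controls were DMSO wells with enzyme for no effect and wells lacking enzyme for full effect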
# Target sequence (Q9GZU7 76-261 limits assumed): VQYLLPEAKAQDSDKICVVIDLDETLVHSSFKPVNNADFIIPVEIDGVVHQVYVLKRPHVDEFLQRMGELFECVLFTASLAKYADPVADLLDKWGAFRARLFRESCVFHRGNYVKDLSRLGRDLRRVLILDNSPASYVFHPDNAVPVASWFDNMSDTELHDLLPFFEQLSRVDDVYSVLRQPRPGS
#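 Test system: SCP-1 phosphatase catalytic domain, residues 76-261 | Compound dosing: One concentration, 20 µM, with 1.0% DMSO | Schedule: 45 min room-temperature reaction, 5 min colour, 30 min stabiliser | Detection: Absorbance at 630 nm | Read-out basis: % inhibition of SCP-1 phosphate liberation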
# CSN deneddyl inh = inhibitors of CSN-mediated cullin deneddylation, primary screen, biochemical, fluorescence polarization, uHTS | COP9 signalosome complex subunit 5 (Homo sapiens), Q92905 | Purified CSN, SCF-Nedd8-OG deneddylation | inhibition, % at 12.5 µM | actives 0.38% (n = 360,000) | AID 651999, 2013;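 active = pattern-corrected inhibition above about 35%, with an unprinted fluorescence ratio check between 0.5 and 1.5, limit read from the data, passing the limit was not always enough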;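 also: 0% = enzyme with substrate and 100% = substrate without enzyme; some results filed as inactive read as strong as hits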
#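 Test system: purified human Csn5 enzyme expressed in HEK293T cells. Amount: 0.24 nM enzyme. Reagent: SCFSkp2-Nedd8OG substrate at 10 nM final. Schedule: 90 min incubation of compound, enzyme and substrate at room temperature. Detection: fluorescence polarization. Read-out: % inhibition of substrate cleavage by Csn5.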
# Rin1-Abl PPI inh = inhibitors of Rin1-Abl protein binding, primary screen, biochemical, TR-FRET; Tyrosine-protein kinase ABL1 (Homo sapiens) + Ras and Rab interactor 1 (Homo sapiens), …; inhibition, % at 7.35 µM; actives 0.4% (n = 360,000); AID 588664, 2011; in the data active = inhibition above about 5%, passing the limit was not always enough
# Neddylation inh = inhibitors of cullin neddylation, primary screen, biochemical, TR-FRET, uHTS, NAE and Ubc12; NEDD8-conjugating enzyme Ubc12 (Homo sapiens) + NEDD8-activating enzyme E1 regulatory …; calls only at 25 µM; actives 0.58% (n = 360,000); AID 651699, 2012; in the data active = inhibition above about 36%
# Rpn11 inh = Rpn11 (PSMD14) deubiquitinase inhibitors, primary screen, biochemical, fluorescence polarization, uHTS; 26S proteasome non-ATPase regulatory subunit 14 (Homo sapiens), O00487; human 26S proteasome, Ub4-pepOG fluorescence polarization; 20S core pre-blocked with epoxomicin; calls only at 20 µM; actives 0.59% (n = 360,000); AID 588493, 2011;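 active = inhibition at 20 µM, scaled to each plate's controls, above about 33%, limit read from the data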
# Target sequence (O00487 whole entry, looked up): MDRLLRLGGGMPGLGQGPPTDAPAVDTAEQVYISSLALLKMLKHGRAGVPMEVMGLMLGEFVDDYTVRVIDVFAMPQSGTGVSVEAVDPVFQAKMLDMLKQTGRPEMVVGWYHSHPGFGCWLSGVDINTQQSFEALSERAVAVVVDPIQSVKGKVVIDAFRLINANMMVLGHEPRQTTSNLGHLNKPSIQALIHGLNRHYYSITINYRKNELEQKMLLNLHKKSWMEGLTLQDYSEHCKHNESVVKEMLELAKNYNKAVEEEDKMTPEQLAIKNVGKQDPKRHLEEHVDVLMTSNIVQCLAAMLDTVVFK
# STEP block = STEP phosphatase inhibitors, primary screen, biochemical, fluorescence intensity, uHTS; actives 0.25% (n = 360,000); inhibition, % at 20 µM; Tyrosine-protein phosphatase non-receptor type 5 (Homo sapiens), P54829; AID 588621, 2011; recombinant STEP, OMFP fluorogenic substrate;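 active = inhibition at 20 µM, scaled per plate between control wells, above about 37%, limit read from the data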;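 also: 0% = DMSO with enzyme and substrate and 100% = substrate only without enzyme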
# Target sequence (P54829 whole entry, looked up): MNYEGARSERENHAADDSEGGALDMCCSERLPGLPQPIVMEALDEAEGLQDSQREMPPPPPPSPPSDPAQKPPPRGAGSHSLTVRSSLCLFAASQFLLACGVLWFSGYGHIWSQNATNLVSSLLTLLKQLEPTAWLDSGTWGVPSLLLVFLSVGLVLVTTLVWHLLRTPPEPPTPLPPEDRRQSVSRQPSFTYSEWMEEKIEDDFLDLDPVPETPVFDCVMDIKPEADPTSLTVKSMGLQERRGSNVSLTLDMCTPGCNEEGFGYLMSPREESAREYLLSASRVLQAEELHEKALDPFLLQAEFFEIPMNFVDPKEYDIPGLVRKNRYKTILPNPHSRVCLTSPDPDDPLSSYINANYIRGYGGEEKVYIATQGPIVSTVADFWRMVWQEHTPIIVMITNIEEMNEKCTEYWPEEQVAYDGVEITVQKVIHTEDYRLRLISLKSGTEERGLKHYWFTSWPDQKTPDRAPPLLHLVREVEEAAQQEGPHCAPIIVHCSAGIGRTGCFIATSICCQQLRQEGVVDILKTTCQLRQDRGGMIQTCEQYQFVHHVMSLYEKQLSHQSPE
#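 material = STEP tyrosine phosphatase | reagent = fluorogenic phosphatase substrate OMFP at 25 µM final | doses = single compound dose of 20 µM, 1% DMSO final | schedule = 20 min reaction, room temperature, in the dark | measured by = fluorescence, 480/540 nm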
# Numbers without * were called inactive; i = inactive; nt = not tested or not shown.
Molecule	Neddylation inh	Rin1-Abl PPI inh	CSN deneddyl inh	Scp1 inh	DNMT1 inh	NadD block	Rpn11 inh	STEP block	SUMO1-SIM PPI	LMPTP inh
CCN(Cc1ccccc1)C(c1cc2cc(C)cc(C)c2[nH]c1=O)c1nnnn1CCOC (stereo not given)	i	1	2	-3	-7	7	i	0	-13	1.1
COc1ccccc1OCC(=O)NNC(=O)C1CCN(c2ncnc3sc(C)c(C)c23)CC1	i	-2	-3	-5	3	2	i	5	12	-0.7
CCN1C(=O)C(CC(=O)N2CCN(C(c3ccccc3)c3ccccc3)CC2)N(CC)C1=O (stereo not given)	i	-1	-4	-3	-7	-8	i	-3	1	-1.3
CC(C)(C)NC(=O)COc1ccc(CNCc2ccccn2)cc1	i	2	-2	-1	3	-7	i	-1	0	-2.3
CCN(CC)Cc1c(C(=O)N/N=C/c2cccc(OCc3cccc(Cl)c3)c2)nnn1-c1nonc1N	i	1	0	-7	-5	9	i	1	6	4.4
COc1cc(-c2nnc(COC(=O)C3c4ccccc4Oc4ccccc43)o2)cc(OC)c1OC	i	-4	3	-8	-11	-6	i	2	1	1.3
CC1=Nc2ccc(C)cc2/C1=C/c1c(N)n2nc(CC(=O)N3CCOCC3)sc2nc1=O	i	-4	14	-9	0	6	i	0	-3	0.3
Cc1ccc(NS(=O)(=O)c2ccc3c(c2)oc(=O)n3C)cc1	i	1	4	-10	1	2	i	-1	7	-2.0
CCCCc1ccc(NC(=O)CSc2nc(=O)n(CCN3CCOCC3)c3c2CCC3)cc1	i	-1	-2	-3	0	-2	i	1	8	0.2
Cn1c(=NC(=O)CS(=O)(=O)c2ccccc2)sc2cc(F)ccc21	i	-4	8	nt	9	1	i	-1	11	0.1
O=C(N/N=C\c1c(O)ccc2ccccc12)c1ccc(Cn2cccn2)o1	i	-3	-15	-8	-7	9	nt	0	-1	-1.2
Cc1ccc(C2=[N+]([O-])C(C)(C)N(O)C2(C)C)cc1	i	-3	-11	-7	5	-1	i	-2	-3	-0.8
CC(C)(C)NC(=O)C1C(c2ccc(C(F)(F)F)cc2)=Nc2ccccc2N1C(=O)c1cccc(C(F)(F)F)c1 (stereo not given)	nt	nt	4	nt	nt	nt	nt	nt	-4	-5.3
Cc1ccc(NC(=O)CCN2C(=O)CSC2=O)cc1	i	1	1	-15	0	1	i	-1	3	-1.0
CCOC(=O)c1ccc(N2C(=O)CC(N3CCN(C(=O)c4ccccc4)CC3)C2=O)cc1 (stereo not given)	i	2	-5	-7	0	-3	i	0	2	-0.3
CCC(C)(C)NC(=O)C(OC(=O)c1ccco1)c1ccccc1OC (stereo not given)	i	-1	1	-4	1	1	i	-3	-3	-1.8
COc1ccc(CCNC2=CC(=O)N(c3ccc(F)cc3)C2=O)cc1	i	2	-1	-1	2	0	i	0	-6	-1.2
C[C@@H]1COc2cccc(N3CCC[C@@H]3CO)c2S(=O)(=O)N1	i	nt	-3	nt	nt	-4	nt	nt	1	-0.8
O=C(O)COc1cccc(NC(=O)c2ccccc2)c1	i	5	0	25	21	5	i	4	1	-1.1
Cc1ccccc1OCCn1cc(C(=O)O)c2ccccc21	i	4	-1	-4	5	-3	i	0	5	0.1

# Of the compounds above, 2 have a furan ring, fused or not.
Molecule	Neddylation inh	Rin1-Abl PPI inh	CSN deneddyl inh	Scp1 inh	DNMT1 inh	NadD block	Rpn11 inh	STEP block	SUMO1-SIM PPI	LMPTP inh
O=C(N/N=C\c1c(O)ccc2ccccc12)c1ccc(Cn2cccn2)o1	i	-3	-15	-8	-7	9	nt	0	-1	-1.2
CCC(C)(C)NC(=O)C(OC(=O)c1ccco1)c1ccccc1OC (stereo not given)	i	-1	1	-4	1	1	i	-3	-3	-1.8

# Remaining list, next part.
Molecule	Neddylation inh	Rin1-Abl PPI inh	CSN deneddyl inh	Scp1 inh	DNMT1 inh	NadD block	Rpn11 inh	STEP block	SUMO1-SIM PPI	LMPTP inh
O=C(Nn1cnnc1)c1csc2ccccc12	i	-1	-4	-3	1	1	i	-1	3	-1.5
O=C(CNC(=O)Cn1cnc2sc3c(c2c1=O)CCCC3)NCc1ccccn1	i	0	-2	3	5	2	i	0	-2	-1.6
O=C(NCCCN1CCCC1=O)C(=O)NCC1OCCN1S(=O)(=O)c1ccc(Cl)cc1 (stereo not given)	i	-2	1	-3	0	-5	i	-1	4	0.3
C=CCn1c(CSCc2ccc(Cl)cc2Cl)nnc1SCC(=O)Nc1ccc(C(=O)O)cc1	i	-1	0	9	2	6	i	4	-3	3.0
O=C(O)c1cccc(S(=O)(=O)Nc2ccc(O)c(Sc3nc4ccccc4s3)c2)c1	i	3	-7	-2	-1	-10	i	-3	21	0.6
O=C(c1[nH]c(C(F)(F)F)nc1-c1ccccc1)N1CCN(CCN2CCOCC2)CC1	i	0	1	nt	6	-5	i	2	2	-6.8
O=C(Nc1ccccc1)c1ccccc1CCc1ccccc1	i	3	1	-8	-2	-2	i	-2	3	2.0
C/C(=N/OCO/N=C(\C)c1ccccc1)c1ccccc1	i	0	3	-8	2	-4	i	-2	-4	1.9
N/C(=N\OC(=O)Cc1ccc([N+](=O)[O-])cc1)c1cccc(Br)c1	i	2	4	-6	-8	-10	i	2	-21	1.3
NC(=S)NN=C1c2ccccc2-c2c(F)c(F)c(F)c(F)c21	i	0	9	-10	3	1	i	3	-41	1.8
O=C(N[C@@H]1c2ccccc2CC[C@@H]1OCc1ccccc1)c1ccc(-c2ccccc2)cc1	i	-2	-3	-4	1	6	i	3	3	2.6
O=C(CCN1C(=O)/C(=C/c2ccc(Cl)cc2)SC1=S)NC1C=CS(=O)(=O)C1 (stereo not given)	i	2	0	-4	4	4	i	-1	-10	0.1
CCOc1ccc(CCNc2nc3ccc(C)cc3n3cnnc23)cc1OCC	i	1	-1	-9	0	-5	i	3	-2	1.5
CC(=O)OC(C(=O)NC1CCCCC1)c1ccccc1 (stereo not given)	i	-1	1	-2	0	-2	i	-2	-1	-0.1
CCOC(=O)C1CCN(Cc2ccc(F)cc2)CC1	i	0	0	0	2	-5	i	0	-4	-1.0
C(=N\Nc1nc2ccccc2[nH]1)/c1ccc2c(c1)OCO2	i	-1	10	-3	4	-3	i	6	-7	4.1
O=C1CCC(=O)N1CCC(c1ccc(F)cc1)c1ccco1 (stereo not given)	i	2	1	-6	5	-2	i	2	6	-0.9
Nc1c(N(CCO)C(=O)c2ccccc2OCc2ccccc2Cl)c(=O)[nH]c(=O)n1Cc1ccccc1	i	1	-3	-5	-1	4	i	0	1	-0.2
Cc1ccc(OC(C)C(=O)Nc2ccccc2C(=O)N2CCOCC2)cc1 (stereo not given)	i	-4	1	-2	-1	-8	i	-3	-3	-1.3
C/C(=C\C(=O)c1ccccc1)Nc1ccc(N2CCOCC2)cc1	i	-7	1	1	-17	-11	i	2	-10	1.2
CCCCCCc1nnc(NC(=O)c2ccco2)s1	i	-2	6	-2	1	-5	i	-1	2	0.1
COC(=O)c1ccc(CSc2nnc(NC(=O)C3CCCO3)s2)cc1 (stereo not given)	i	-2	-1	-10	-2	-1	i	4	1	0.1
CCOc1cc(C(=O)NC2CCCCCCC2)cc(OCC)c1OCC	i	1	0	-16	1	0	i	1	0	-0.4
CCc1ccc(CN(C)C(=O)c2cc(COc3cc(C)c(Cl)c(C)c3)on2)nc1	i	0	-6	3	-6	10	i	1	2	7.8
CCOc1cc(N2CCOCC2)c(OCC)cc1NC(=O)COC(=O)CCOc1ccc(C)cc1	i	1	0	-1	-1	-4	i	1	4	0.2
Clc1nc(Nc2ccc(N3CCOCC3)cc2)c2ccccc2n1	i	-2	-5	-2	1	4	i	2	-5	0.9
CCOC(=O)C(NC(C)=O)C(=O)Nc1ccc(C(C)(C)C)cc1 (stereo not given)	i	-1	-2	-7	-1	-5	i	0	-4	-1.1
CCN(CC(=O)Nc1ccc(NC(C)=O)cc1)C(=O)C12CC3CC(CC(Cl)(C3)C1)C2	i	-3	2	3	2	2	i	0	7	0.5
O=[N+]([O-])c1cc(CN2CCN(c3ccccc3)CC2)c(O)c2ncccc12	i	9	-1	-4	-10	71*	i	4	-23	4.9
Cc1onc(-c2c(F)cccc2Cl)c1C(O)c1ccc(F)cc1 (stereo not given)	i	-1	-2	-13	4	-2	i	0	3	-0.3
O=C(c1cnn(-c2ccccc2)c1)c1cc(Br)ccc1O	i	-1	0	-6	-1	3	i	-2	-1	2.8
COc1ccc(NC(=O)c2ccc(COc3ccccc3)o2)c(OC)c1	i	5	-3	-7	-12	-5	i	2	0	1.7
Cc1onc(-c2c(F)cccc2Cl)c1C(=O)Nc1cccc(Cn2cccn2)c1	i	-5	3	-3	-4	-4	i	1	-3	-1.8
CCOc1ccccc1NC(=O)[C@@H](NC(=O)c1cccc(S(=O)(=O)N2CCOCC2)c1)C(C)C	i	-2	-8	-5	1	-8	i	-5	-1	-2.3
COC(=O)C1=NNCC12CC(=O)N(c1ccc(Br)cc1)C2=O (stereo not given)	i	2	-8	7	-1	3	i	0	-1	0.4
CC(C)c1ccc(NC(=O)CSc2ncccc2C(=O)Oc2cccc([N+](=O)[O-])c2)cc1	i	5	-2	29	29	9	i	4	-6	8.2
O=C(Nc1cc2c3c(c1)CC(=O)N3CCC2)C1CC1	i	1	-3	-9	-2	3	i	0	3	-0.6
CCOC(=O)/C=C/C(=O)NNC(=O)c1ccccc1Cl	i	2	-1	-1	0	-1	i	-1	3	-2.5
COc1ccc(COC(=O)N/N=C(\C)CC(=O)NCc2ccc(Cl)cc2)cc1	i	-1	-8	-5	-2	-1	i	-1	2	0.2
O=C(COC(=O)/C=C/c1ccccc1[N+](=O)[O-])Nc1ccc(OC(F)F)cc1	i	1	-11	-2	-3	-4	i	-1	-1	1.1

# An unsorted share of the library (roughly 3.8% active in at least one column).
